# Source: PubChem BioAssay
# GSTO1 inh – blocks human GSTO1 in RBBP9 counter-screen | inhibition, % at 5.96 µM | P78417 | AID 1974 | recombinant GSTO1, activity-based probe fluorescence polarization | 1.1% of 300,000 active;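 active means inhibition above the campaign mean inhibition plus 3 SD, cut at about 35% in these data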;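 further: 0% = GSTO1-1 with DMSO and 100% = wells lacking GSTO1-1 enzyme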
# Target sequence (P78417 whole entry, looked up): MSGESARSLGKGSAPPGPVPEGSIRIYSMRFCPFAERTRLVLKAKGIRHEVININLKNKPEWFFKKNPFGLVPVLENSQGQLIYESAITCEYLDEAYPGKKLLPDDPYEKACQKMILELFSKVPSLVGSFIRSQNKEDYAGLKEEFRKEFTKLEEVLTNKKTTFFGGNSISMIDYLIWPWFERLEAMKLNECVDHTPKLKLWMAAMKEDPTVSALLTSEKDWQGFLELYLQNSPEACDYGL
# PAD4 inh – PAD4 (human) enzyme inhibition; AID 485272; Q9UM07; recombinant PAD4, RCA probe fluorescence polarization; 0.41% of 330,000 active; inhibition, % at 6.36 µM;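 active means percent inhibition above a cutoff equal to the mean of all tested compounds plus 3 SD, cut at about 15% in these data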;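 further: 0% = PAD4 with RCA probe and DMSO and 100% = probe without PAD4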
# LYPLA1 inh – counter-screen for PME1 inhibitors: inhibitors of human LYPLA1 | O75608 | inhibition, % at 5.9 µM | 0.16% of 320,000 active | recombinant LYPLA1, FP-Rh probe fluorescence polarization;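 active means inhibition above the mean of all tested compounds plus 3 SD, set per campaign, cut at about 14% in these data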;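 further: inhibitors block serine hydrolase probe labeling of LYPLA1 so polarization falls; 0% = enzyme with DMSO and 100% = wells lacking LYPLA1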
# Target sequence (O75608 whole entry, looked up): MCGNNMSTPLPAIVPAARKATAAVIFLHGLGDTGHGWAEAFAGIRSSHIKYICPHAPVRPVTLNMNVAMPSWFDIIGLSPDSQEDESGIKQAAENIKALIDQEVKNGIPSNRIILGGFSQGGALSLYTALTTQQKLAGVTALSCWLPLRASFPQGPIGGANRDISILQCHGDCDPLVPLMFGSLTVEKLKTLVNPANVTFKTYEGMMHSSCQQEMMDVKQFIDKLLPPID
# PME-1 primary – PME-1 (human) inhibition. AID 2130. inhibition, % at 5.9 µM. recombinant PME-1, FP-Rh probe fluorescence polarization. Q9Y570. 0.53% of 320,000 active;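 active means inhibition above the campaign mean of all compounds plus 3 SD, cut at about 26% in these data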;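 further: competitive labeling of PME-1 active site by serine hydrolase directed probe; 0% = PME-1 with DMSO and 100% = wells lacking PME-1 enzyme; inhibitors block probe labeling so polarization falls and inhibition rises; many of its hits are not listed in these tables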
# pPAFAH inh – pPAFAH (human) enzyme inhibition | 1.5% of 330,000 active | Q13093 | inhibition, % at 3.39 µM | recombinant pPAFAH, FP-rhodamine probe fluorescence polarization;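 active means inhibition above the mean inhibition across the screen plus 3 SD, cut at about 25% in these data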;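 further: inhibitors block binding of the rhodamine activity-based probe so polarization drops; 0% = enzyme with DMSO and 100% = wells lacking pPAFAH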
# PAFAH1B3 FP inh – blocks human PAF acetylhydrolase 1B catalytic subunit 3 | recombinant PAFAH1B3, FP-rhodamine probe, fluorescence polarization | inhibition, % at 3.39 µM | 0.28% of 340,000 active | AID 492972;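 active means inhibition above the screen-wide average of all tested compounds plus 3 SD, cut at about 25% in these data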;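 further: 0% = enzyme with DMSO only and 100% = wells lacking PAFAH1B3 protein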
# Target sequence (Q15102 whole entry, looked up): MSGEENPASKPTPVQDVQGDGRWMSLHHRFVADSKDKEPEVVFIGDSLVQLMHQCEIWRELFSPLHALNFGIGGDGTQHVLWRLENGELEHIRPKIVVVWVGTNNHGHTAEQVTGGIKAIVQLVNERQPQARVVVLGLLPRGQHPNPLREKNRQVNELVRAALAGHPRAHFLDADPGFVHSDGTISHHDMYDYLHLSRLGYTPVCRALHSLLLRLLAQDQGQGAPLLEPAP
# Fam108B counter – blocks mouse Fam108B hydrolase in RBBP9 counter-screen; recombinant Fam108B, FP-Rh probe fluorescence polarization; inhibition, % at 9.51 µM; 0.33% of 300,000 active;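 active means inhibition above the screen mean inhibition plus 3 SD, computed separately per campaign, cut at about 18% in these data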;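 further: inhibitors lower polarization as less probe binds the enzyme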
# PAFAH2 FP inh – PAFAH2 (human) inhibition | Q99487 | recombinant PAFAH2, FP-rhodamine activity probe, fluorescence polarization | inhibition, % at 3.39 µM | 0.99% of 340,000 active;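 active means inhibition above the mean over all tested compounds plus 3 SD, cut at about 30% in these data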;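 further: inhibitors block probe labeling of enzyme so polarization drops; 0% = enzyme with DMSO and 100% = wells lacking PAFAH2 protein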
# PAFAH1B2 FP inh – PAFAH1B2 (human) inhibition. recombinant PAFAH1B2, FP-rhodamine activity probe, fluorescence polarization. 1.2% of 340,000 active. P68402. inhibition, % at 3.39 µM;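 active means inhibition above the mean of all tested compounds plus 3 SD, cut at about 24% in these data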;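 further: 0% = enzyme with DMSO and 100% = wells lacking PAFAH1B2; many of its hits are not listed in these tables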
# Target sequence (P68402 whole entry, looked up): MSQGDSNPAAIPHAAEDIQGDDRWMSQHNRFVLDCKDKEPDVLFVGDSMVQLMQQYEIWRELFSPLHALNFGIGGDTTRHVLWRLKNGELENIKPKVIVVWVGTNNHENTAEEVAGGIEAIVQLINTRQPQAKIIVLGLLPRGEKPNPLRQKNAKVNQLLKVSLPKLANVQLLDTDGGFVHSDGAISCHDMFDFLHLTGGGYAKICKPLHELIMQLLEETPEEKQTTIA
# The depositor's hits bear a star; · = no result given.
# Sample of the layout:
SMILES	GSTO1 inh	PAD4 inh	LYPLA1 inh	PME-1 primary	pPAFAH inh	PAFAH1B3 FP inh	Fam108B counter	PAFAH2 FP inh	PAFAH1B2 FP inh
Cc1cccc(OCCc2nnc(N)s2)c1C	1	-5	0	6	16	4	3	5	4
COc1ccc2ncn(-c3ccccc3)c2c1	-3	-4	1	-1	4	12	-2	6	-2

# The whole of this part (from the top)
SMILES	GSTO1 inh	PAD4 inh	LYPLA1 inh	PME-1 primary	pPAFAH inh	PAFAH1B3 FP inh	Fam108B counter	PAFAH2 FP inh	PAFAH1B2 FP inh
Cc1cccc(OCCc2nnc(N)s2)c1C	1	-5	0	6	16	4	3	5	4
COc1ccc2ncn(-c3ccccc3)c2c1	-3	-4	1	-1	4	12	-2	6	-2
Cc1ccc(S(=O)(=O)N(C)c2ccc(C(=O)NCc3ccccn3)cc2)cc1	-1	-6	-1	-7	-3	7	0	8	8
CCc1cc(=O)[nH]c(SCC(=O)Nc2ccc3c(c2)OCCO3)n1	12	0	1	-3	5	3	-2	3	6
CC(C)(S)[C@@H](N)C(=O)O	·	-5	·	·	1	8	·	5	6
Cc1cccc(N2CCN(C(=O)CCS(=O)(=O)c3ccc(Br)cc3)CC2C)c1 (centres undefined)	6	0	2	3	6	10	5	6	0
COc1cccc(NC(=O)c2ccc3c(c2)N(CC(=O)N2CCOCC2)C(=O)C(C)(C)O3)c1	-1	7	2	0	-1	10	0	0	1
O=S(=O)(c1cnccc1N1CCN(/N=C/c2ccc(Br)cc2)CC1)N1CCCCC1	-6	1	-3	1	-1	1	0	1	-2
CCCCNC(=O)C1CCC(CNc2nc(=S)[nH]c3ccccc23)CC1 (centres undefined)	12	-9	-2	0	3	-6	0	3	-2
Cc1cc(C)c2nc(SC(C)C(=O)NCC(=O)Nc3ccc(F)c(F)c3F)cc(C)c2c1 (centres undefined)	3	-4	-5	2	4	-1	-4	6	0
c1ccc(-n2nnnc2CN2CCOCC2)cc1	-1	0	-1	-8	-1	0	0	-3	0
O=C(NCCc1ccccn1)c1cc2ccccc2o1	4	2	1	3	-1	3	1	-1	3
Cn1c(=O)c([N+](=O)[O-])c(NCc2ccccc2)c2ccccc21	-11	-8	-2	-1	-8	-2	-3	4	3
CCCCn1nnnc1NCc1ccc(C)s1	-4	-1	0	2	1	-2	4	0	2
CN(CCOc1ccccc1)CC(=O)Nc1cc([N+](=O)[O-])ccc1Cl	1	3	1	5	3	12	2	0	1
CCOc1ccc(C2=NNC(c3cccs3)=Nc3ccc(OC)cc32)cc1	-6	1	-4	9	6	5	2	1	-1
COc1cccc(CNC(=O)c2ccc(OC)c(S(=O)(=O)NC3CCCC3)c2)c1	-1	0	1	5	8	5	4	6	-1
O=C(NCC(=O)N1CCC2(CC1)NCCc1[nH]cnc12)c1ccc(F)cc1	5	-1	4	2	3	0	-5	-7	8
CC(/C=N/Nc1nc2ccccc2[nH]1)=C\c1ccccc1	2	-1	-1	-103	7	9	4	3	2
O=C(OCc1cnc(Cl)s1)c1ccccc1Cl	-3	-1	2	-4	6	-11	-5	2	-1
O=C(Nc1ccc(S(=O)(=O)N2CCCC2)cc1)C1CCCN1C(=O)c1cccs1 (centres undefined)	-1	-6	0	-2	6	0	-2	4	10
CC(=O)Nc1ccc(C(=O)NCC2(N3CCCCC3)CCCCC2)cc1	-2	1	2	-8	4	7	-5	2	7
COc1ccc(N2CCN(C(=O)CSc3nc4c(c(=O)n(C)c(=O)n4C)n3C(C)C)CC2)cc1	7	3	-2	-8	4	7	-2	-1	-2
COc1cc(/C=C/C(=O)OCC(=O)NC2CCS(=O)(=O)C2)ccc1O (centres undefined)	-1	0	5	-4	1	1	-4	4	1
Cc1sc2nc3n(c(=O)c2c1C)NC(=O)CC3	20	3	1	-2	2	10	3	1	1

# (list continues)
SMILES	GSTO1 inh	PAD4 inh	LYPLA1 inh	PME-1 primary	pPAFAH inh	PAFAH1B3 FP inh	Fam108B counter	PAFAH2 FP inh	PAFAH1B2 FP inh
CCN(CC)S(=O)(=O)c1ccc(Oc2ccc(S(=O)(=O)N(CC)CC)cc2)cc1	-4	-3	2	5	6	-1	1	0	-1
CCOC(=O)CSc1nc(Nc2ccc3c(c2)OCO3)c2ccccc2n1	11	-2	-3	18	15	6	7	3	5
CN(C)c1ccc(S(=O)(=O)N2CCCCC2)cc1NC(=O)C1=NN(c2ccccc2)C(=O)CC1	11	4	3	1	5	8	1	-3	0
N/C(=N\OC(=O)CC1CCCCC1)c1ccc([N+](=O)[O-])cc1	4	-2	0	1	4	4	1	-5	7
Nc1nc2nccc(-c3ccco3)n2n1	1	4	3	-3	9	7	0	8	2
Cc1cn(C2OC(COC(=O)c3ccccc3)C(O)C2Cl)c(=O)[nH]c1=O (centres undefined)	-1	-4	3	-5	-6	-5	3	9	-2
CSc1nnc(-c2cccn(Cc3cccc(Cl)c3)c2=O)o1	9	-2	-2	1	2	10	-1	3	2
CC(=O)Nc1ccc(NC(=O)C2CCCN2C(=O)Nc2cccc(F)c2)cc1 (centres undefined)	-1	6	5	3	-6	1	0	4	-1
CN(C)c1cccc(C(=O)N2CCCC(CCC(=O)NCc3ccccc3F)C2)c1 (centres undefined)	0	-3	2	10	1	5	7	1	2
COc1ccccc1C(C)Nc1nc(-c2cccnc2)nc2ccccc12 (centres undefined)	-7	2	-6	-6	-2	-5	-2	-14	-2
COc1ccc(Cl)cc1NC(=O)NN1CCN(C)CC1	2	0	-1	5	8	2	-1	7	2
O=C(O)CNc1ccccc1C(=O)O	8	-1	0	-3	3	-2	0	4	1
Cc1cc(NC(=O)CSc2nc3cc(C)c(C)cc3cc2C)no1	-2	1	1	-4	0	3	-4	-8	7
CC(C)(/C=N/O)/[N+]([O-])=C/c1ccccc1	3	-4	0	7	4	·	0	·	·
COc1ccc(NC(=O)C(CCSC)N2C(=O)c3ccccc3C2=O)cc1 (centres undefined)	9	-5	-3	4	3	5	1	-5	3
COc1ccccc1NS(=O)(=O)c1ccc(O)c(NC(=S)NCC2CCCO2)c1 (centres undefined)	-7	-4	6	5	4	7	2	1	-5
O=C1OC(c2ccccc2)=C/C1=C/N1CCOCC1	8	-7	0	3	2	-2	-2	-1	-3
Cc1nc2n(n1)C(c1ccccc1)C1=C(CC(c3ccco3)CC1=O)N2 (centres undefined)	-4	-1	3	-1	-2	-1	2	11	-2
CC(C)CCn1c(Br)nc2c1c(=O)n(CC(N)=O)c(=O)n2C	-5	-4	0	1	-15	-1	-1	-14	3
O=C(/C=C/c1ccco1)N1CCN(c2ccc(F)cc2)CC1	-11	-4	1	-9	-5	-5	-1	-1	5
Clc1cccc(-c2ccc(/C=N/n3cnnc3)o2)c1	5	-1	-6	0	-3	9	-2	-6	7
COc1ccc(N(C(=O)c2ccco2)C(C(=O)NC2CCCC2)c2ccco2)cc1OC (centres undefined)	0	2	1	2	-3	-1	2	-9	-10
CC(C)=C1C2CCC1C1C(=O)N(NC(=O)COc3ccc(C(C)(C)C)cc3)C(=O)C21 (centres undefined)	-2	0	-2	-4	9	-6	-2	3	17
O=C(N=c1ccn(-c2nc3ccccc3nc2NS(=O)(=O)c2ccccc2)cc1)c1cccs1	-3	-4	0	10	-5	-10	-9	-10	-8
CCCN(CC1CC1)S(=O)(=O)c1ccc(S(N)(=O)=O)cc1	2	2	4	-2	-1	8	-2	3	12

# Remaining list, next part:
SMILES	GSTO1 inh	PAD4 inh	LYPLA1 inh	PME-1 primary	pPAFAH inh	PAFAH1B3 FP inh	Fam108B counter	PAFAH2 FP inh	PAFAH1B2 FP inh
CC1CCN(CC(=O)NCc2ccccc2)CC1	0	-3	1	3	7	0	-1	-8	2
O=c1[nH]c(=O)n(C(c2ccccc2)c2ccccc2)cc1Br	2	2	-1	3	4	0	-1	3	10
COc1ccc(-c2cn3ccccc3n2)cc1OC	-1	-2	0	-2	-3	8	-2	-7	1
Cc1ccc(NC(=O)CN(C)Cc2cccs2)cc1Cl	-10	-2	0	3	13	3	3	5	-1
CCn1c(O)c(N=NC2=NC(=O)CS2)c2cc(C)ccc21	-69	-4	4	-1	6	6	3	-3	7
C=CCOc1ccc(C2NC(=S)NC3=C2CCc2ccccc23)cc1 (centres undefined)	8	2	-5	1	5	-8	-1	-2	-5
CCOc1ccc(S(=O)(=O)N2CCCCC2)c2ccccc12	-4	-2	-2	3	-3	5	1	4	-11
CC(=O)c1ccc(NC(=O)c2cn(-c3ccccc3)nc2-c2ccncc2)cc1	-6	-3	-4	-7	-4	-7	-9	-19	-9
CC1CCC(C(C)C)C2=C1C(C#N)(C#N)C(C#N)(C#N)C(c1ccccc1)N2 (centres undefined)	-1	-6	-1	8	12	6	5	8	3
Cc1ccc([N+](=O)[O-])cc1S(=O)(=O)N1CCCN(C)CC1	3	1	1	3	1	13	4	8	-1
NC(=O)c1cccnc1Nc1ccccc1F	0	8	3	-1	2	12	2	-2	3
CN(C)CCN1C(=O)C(O)=C(C(=O)c2cc3ccccc3o2)C1c1ccccn1 (centres undefined)	0	2	3	7	8	·	1	·	·
COc1ccccc1-c1nnc(SCC(=O)N2CCCCC2)o1	5	-4	-3	-11	-3	-5	3	-3	3
CSc1ccccc1NC(=O)c1cc(-c2cccnc2)nc2ccc(Br)cc12	1	-5	-4	-9	13	-6	-7	1	-3
Cn1c(CNC(=O)c2ccccc2F)nnc1SCC(=O)NCc1ccccc1	7	-2	-6	-3	4	4	1	5	8
O=C(CSCc1cnn(-c2ccccc2)c1-n1cccc1)NCCN1CCOCC1	8	-2	-8	0	2	-5	-6	7	2
Cc1csc(NC(=O)CSc2nc3ccccc3c3c2CCCC3)n1	-6	6	-9	-11	3	-1	-17	-4	-5
OCCN1CCN(CC(O)COc2ccc3ccccc3c2)CC1 (centres undefined)	1	5	4	6	-1	-4	2	2	-1
COc1ccc(CCNC(=O)C(=O)Nc2nccs2)cc1OC	2	4	2	-3	1	13	1	7	5
COC(=O)N1C(=O)[C@](c2ccccc2)(C2CCCC2)N1C(=O)OC	2	-2	3	70*	1	-3	-3	2	1
CC(C)C(=O)N(Cc1ccccc1)c1ccccn1	0	0	1	5	-3	1	2	2	-2
COc1ccc(/C=N/Nc2ccccn2)cc1O	-7	-5	-1	6	0	8	-1	-3	2
Cc1cccc(C(=O)O/N=C(\N)c2ccccn2)c1	6	-1	1	3	3	1	1	15	-2
C=C(C)COc1ccc(-c2n[nH]c(C)c2-c2ccc(OC)c(OC)c2)c(O)c1	-10	-2	-1	1	19	6	5	1	1
Cc1ccc(CC(=S)N2CCOCC2)cc1	37*	-5	-3	-6	4	7	-2	7	0

# The listing continues:
SMILES	GSTO1 inh	PAD4 inh	LYPLA1 inh	PME-1 primary	pPAFAH inh	PAFAH1B3 FP inh	Fam108B counter	PAFAH2 FP inh	PAFAH1B2 FP inh
C[C@H](CO)N1C[C@H](C)[C@@H](CN(C)Cc2ccc3c(c2)OCO3)Oc2ccc(NC(=O)Cn3cnnn3)cc2C1=O	·	6	·	·	2	17	·	0	4
COc1ccc(/C=C/C(=O)Nc2cc(C)on2)cc1	-2	-5	2	-3	3	2	4	1	6
CC(=O)c1cc2c(cc1NS(=O)(=O)c1ccc(F)cc1)OCO2	-7	-4	3	-4	4	8	0	-5	-6
Clc1cc(Cl)cc(C2=NCCC(c3ccccc3)O2)c1 (centres undefined)	4	2	4	-13	2	·	6	·	·
CCOC(=O)c1nn(-c2ccccc2)c(=O)cc1SC(C)CC (centres undefined)	-1	-2	-3	-2	2	-2	-2	2	3

# Some of the compounds tested. The share of hits here may be higher or lower than overall.
